Assay outcomes (PubChem)
EWS-Fli inh: blocks EWS/Fli oncoprotein-driven transcription; 0.67% of 350,000 active; inhibition, % at 12.6 µM; AID 651661; A673 NR0B1-luciferase reporter, viability-normalised;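 active = mean inhibition of at least 50% after viability correction, with every replicate also passing that limit; inconclusive = mean reaches 50% but only one of two replicates passes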;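 also: firefly luciferase signal divided by Alamar Blue viability fluorescence both relative to DMSO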
FN deposition inh: fibronectin deposition inhibition; AH1F fibroblasts, Alexa488-fibronectin deposition fluorescence, overnight; inhibition, % at 12.6 µM; 0.086% of 350,000 active; AID 743247;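 active = mean inhibition across replicates of 30% or more, regardless of how many single replicates reach that level; inconclusive = mean under 30% yet at least half of replicates reach 30%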;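 also: positive control wells lacked labelled fibronectin entirely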
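Material: AH1F fibroblast monolayer depositing Alexa488-labelled fibronectin into matrix / Amount: 10000 AH1F cells per well / Signal: fluorescence 485/525 nm / Medium: DMEM, 2% serum / Compound: single dose, pinned / Incubation: 1 h cell adhesion before compound, then overnight fibronectin incubation / Reagent: Alexa488-FN, 24 nM final / Read-out: inhibition of fibronectin deposition signal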
DENV2 CPE: inhibitors of DENV2 cytopathic effect; CPE inhibition, % at 9.99 µM; AID 651640; DENV2-infected cells, cytopathic effect rescue, plate reader; 1.7% of 350,000 active; in the data active = CPE inhibition above about 20%, passing the limit was not always enough; inconclusive = no clear call, values can overlap the other calls; tested in BHK-21 cells;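 also: 0% = median of neutral control wells and 100% = median of positive control wells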
PAX8 inh HTS: lowers PAX8-driven luciferase in RMG-I cells; inhibition, % at 12.6 µM; RMG-I TPO-luciferase reporter, SteadyGlo, 24 h; AID 652154; 1.2% of 360,000 active;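 active = mean replicate inhibition at least 60% with every replicate also reaching 60%; inconclusive = only one of the two criteria is met; inactive = mean below 60% and not all replicates reaching 60%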;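 also: luciferase light reporting Pax8 driven TPO promoter activity; plate controls were median of neutral control wells for no effect and mitoxantrone controls for full effect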
miR122 inh: blocks miR-122 activity in Huh7 sensor cells | activation (reporter increase), % at 12.5 µM | AID 602342 | Huh7 miR-122 Renilla luciferase sensor, 48 h; neutral wells = 0, positive control = 100 | 0.3% of 340,000 active;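 active = mean replicate activation score at least 90 and every replicate individually at or above 90; inconclusive = only one of the two criteria met; inactive = neither criterion met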;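 also: higher luciferase means less miR-122 activity so hits act as miR-122 inhibitors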
INS-1E GSIS act: primary screen for activators of insulin secretion dependent on glucose, INS-1E cells, GLuc reporter luminescence; AID 743287; activation, % at 16.6 µM; INS-1E GLuc reporter insulin secretion, 2-3 h; 0.61% of 370,000 active;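 active = lowest replicate activation of at least 40%, so every replicate reaches that level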;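 also: 0% = median of neutral control wells and 100% = median of IBMX positive control wells; some compounds called inactive have numbers as strong as hits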
CFTR F508del cor: correctors of CFTR F508del function in bronchial epithelial cells; activity (quench increase), % at 7.58 µM; CFBE cells, YFP halide quenching; stimulated with forskolin plus potentiator P3; % fluorescence drop versus neutral controls; 0.36% of 350,000 active;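 active = mean added fluorescence quench of at least 8% versus neutral control, with both replicates also reaching 8%; inconclusive = only one of the mean or replicate conditions met; inactive = mean below 8% and not both replicates reaching 8%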;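 also: cells transiently co-express mutant CFTR-F508del with the halide-sensitive YFP; corrector assay measuring rescue of mutant channel to the surface after 24 h compound exposure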
* marks the source's active call; other numbers are inactive results; ? = inconclusive; · = no result given; [ ] = remark or other dose. This is a random part of the collection; about 3.9% have a hit in one of these screens.

structure,EWS-Fli inh,FN deposition inh,DENV2 CPE,PAX8 inh HTS,miR122 inh,INS-1E GSIS act,CFTR F508del cor
Fc1ccc(-c2nc3ccc(Cl)cn3c2Cc2ccsc2)cc1,-69,4,-12,-48,2,1,-4.5
Cc1cc(C)cc(Nc2nc3c(S(=O)(=O)c4ccccc4)nnn3c3ccccc23)c1,8,18,1,23,·,·,·
CNC(=O)NC(=O)Cn1cnc2sc(-c3ccccc3)cc2c1=O,4,-1,7,8,-5,·,1.2
Cc1ccc([C@H]2C[C@@H](n3cc(-c4ccc(F)cc4)nn3)[C@H](O)CN2C(=O)c2cccs2)cc1,-6,9,32*,9,21,-10,-2.2
Cc1ccc(C)c(S(=O)(=O)N2CCN(C(=O)Cn3[nH]c(=O)c4ccccc4c3=O)CC2)c1,5,-4,-9,0,-8,5,-1.1
Cc1ccc(S(=O)(=O)Nc2ccc3c(c2)C(=O)N([C@H](C)CO)C[C@@H](C)[C@H](CN(C)C(=O)Nc2c(C)noc2C)O3)cc1,-2,12,2,-4,-1[16.7 µM],8,0.4
Cc1cccc(NC(=O)c2nc[nH]c2C(=O)N[C@@H](Cc2ccccc2)C(=O)OCc2ccccc2)c1,3,-17,-9,-8,-4,4,1.4
COc1ccc2c3c([nH]c2c1)[C@@H](CO)N(C(=O)Nc1ccc(F)cc1)CC31CN(S(=O)(=O)c2ccc(C)cc2)C1,0,6,-4,68*,·,1,1.1
CC(CNC(=O)c1ccc(OC2CCN(Cc3ccccn3)CC2)cc1)Oc1cccnc1 (configuration not stated),·,8,-2,4,·,-10,-3.6
CC(C)[C@H](NC(=O)N1CCn2c1nc1ccccc12)C(=O)NCc1ccc(F)cc1,0,-11,5,29,0,·,-0.8
CC(C)c1nc2oc3c(N4CCN(C)CC4)ncnc3c2c2c1CCC2,·,-9,·,7,3,·,·
CC(C)CC#Cc1cnc2c(c1)C(=O)N([C@H](C)CO)C[C@@H](C)[C@H](CN(C)Cc1cncnc1)O2,5,4,8,·,4[16.7 µM],2,-0.1
COc1ccc(C(=O)NCCCOc2cccc(NC(C)=O)c2)cc1,-10,-2,1,27,·,·,-0.3
CC(C)c1cc(C(=O)N2CCCC(C(=O)c3ccc4ccccc4c3)C2)on1 (configuration not stated),-10,2,-1,4,-5,-29,1.9
CCOC(=O)C1CCCN1C(=O)C1(NC(C)=O)CCCC1 (configuration not stated),4,-1,4,·,-8,15,-0.6
CC1=C(C(=O)N2CCCCCC2)CC(CC(=O)NCCCN(C)C)C(=O)N1Cc1ccc(F)cc1 (configuration not stated),4,-12,15,-21,·,14,5.6
C[C@H](O)C#Cc1ccc2c(c1)O[C@H](CN(C)C(=O)c1ccccc1)[C@@H](C)CN([C@H](C)CO)S2(=O)=O,-3,-7,-1,·,-2[16.7 µM],-4,-1.9
Cc1cc(NS(=O)(=O)c2ccc(NC(=S)NCc3ccccc3)cc2)no1,2,·,1,4,-6,-3,·
CC(=O)N1CCN(C(=O)c2ccc(Cl)c(S(=O)(=O)N3CCCCCC3)c2)CC1,3,0,-1,5,0,-12,-0.6
COc1ccc2c3c([nH]c2c1)[C@@H](CO)N(C(=O)C1CCC1)CC31CN(C)C1,-9,·,-3,-14,·,23,-2.9

Profiles, quoted from the list.
Cc1cccc(NC(=O)c2nc[nH]c2C(=O)N[C@@H](Cc2ccccc2)C(=O)OCc2ccccc2)c1 in the list: EWS-Fli inh: 3; FN deposition inh: -17; DENV2 CPE: -9; PAX8 inh HTS: -8; miR122 inh: -4; INS-1E GSIS act: 4; CFTR F508del cor: 1.4
Cc1ccc([C@H]2C[C@@H](n3cc(-c4ccc(F)cc4)nn3)[C@H](O)CN2C(=O)c2cccs2)cc1 in the list: EWS-Fli inh: -6; FN deposition inh: 9; DENV2 CPE: 32*; PAX8 inh HTS: 9; miR122 inh: 21; INS-1E GSIS act: -10; CFTR F508del cor: -2.2
CC(C)c1cc(C(=O)N2CCCC(C(=O)c3ccc4ccccc4c3)C2)on1 (configuration not stated) in the list: EWS-Fli inh: -10; FN deposition inh: 2; DENV2 CPE: -1; PAX8 inh HTS: 4; miR122 inh: -5; INS-1E GSIS act: -29; CFTR F508del cor: 1.9

Carrying on.
structure,EWS-Fli inh,FN deposition inh,DENV2 CPE,PAX8 inh HTS,miR122 inh,INS-1E GSIS act,CFTR F508del cor
O=C(C(=O)N1CCN(c2ccc(F)cc2)CC1)N1CCCCC1,12,·,-2,2,-4,3,-1.6
O=C(Nc1ccccc1F)N1CCCCN2[C@H](C1)[C@@H](c1ccc(/C=C/c3ccccc3)cc1)[C@@H]2CO,-9,-5,·,-17,1[16.7 µM],5,-0.2
COc1cc(OC)cc(-c2c(-c3cccs3)c3cc(-c4ccc5c(c4)OCO5)ccc3n2C)c1,-9,1,14,-5,4,2,2.7
COc1cc2ncnc(NCc3ccco3)c2cc1OC,-4,-1,·,-19,·,2,2.6
Cn1cc(Cl)c(C(=O)NC2CCCC2)n1,-1,-2,1,-1,·,3,0.0
CS(=O)(=O)c1cccc(C(=O)OCC(=O)NCc2cccs2)c1,-1,-1,4,-2,·,11,-5.1
O=[N+]([O-])c1ccc(C=Nc2ccc(Cl)cc2Cl)s1,28,·,·,·,-4,1,-0.7
CN(C)/C=C/C(=O)c1ncc(C(F)(F)F)cc1Cl,4,0,-6,-15,·,-5,1.8
COc1cc(C(=O)NNC(=O)CNC(=O)c2ccc(Br)o2)cc(OC)c1OC,-1,-1,-1,1,-4,-8,1.4
COc1ccc(N2CCN(C(=O)C(C)(C)Oc3ccc(Cl)cc3)CC2)cc1,-4,-3,-4,-16,-4,·,1.3
CCOc1ccc(N2CC(C(=O)N3CCN(C(=O)c4ccco4)CC3)CC2=O)cc1 (configuration not stated),1,4,-3,13,-2,-6,1.3
COc1ccc(CN2CCNC(=O)C2CC(=O)NCCSc2nccn2C)cc1OC (configuration not stated),4,-9,2,10,·,-3,1.7
Cc1sc2nc(CN3CCCC3)nc(NCc3ccncc3)c2c1C,9,·,0,3,·,7,-0.6
Cc1ccc(N(CC(=O)NCC2CCCO2)S(=O)(=O)c2ccccc2)c(C)c1 (configuration not stated),2,6,3,14,·,3,-1.8
COc1cc(OC)cc(C(=O)NC2CCN(Cc3nnnn3Cc3ccc(F)cc3)CC2)c1,1,·,-3,18,·,11,-0.3
CC(=O)N1CC[C@H]2[C@@H]1c1cc(-c3cccc(F)c3)ccc1N(C)[C@H]2CO,5,6,-7,-14,0[16.7 µM],-2,0.6
COc1ccc(NS(=O)(=O)c2ccc3[nH]c(=O)[nH]c3c2)cc1OC,3,-2,-2,21,·,-1,4.3
O=C(Nc1ccc2c(c1)Cc1ccccc1-2)c1ccncc1,-62,2,·,-116,·,4,2.9
O=S(=O)(O)c1ccc(N2N=C(c3ccccc3)CC2c2ccccc2)cc1 (configuration not stated),-2,-4,1,-15,·,10,·
C/C(=N\OCC(=O)OCC(=O)Nc1cc(S(C)(=O)=O)ccc1Cl)c1ccc2c(c1)OCO2,1,3,-6,-2,-9,3,-0.1

Molecules above that have two or more sulfur atoms (two):
structure,EWS-Fli inh,FN deposition inh,DENV2 CPE,PAX8 inh HTS,miR122 inh,INS-1E GSIS act,CFTR F508del cor
Cc1cc(NS(=O)(=O)c2ccc(NC(=S)NCc3ccccc3)cc2)no1,2,·,1,4,-6,-3,·
CS(=O)(=O)c1cccc(C(=O)OCC(=O)NCc2cccs2)c1,-1,-1,4,-2,·,11,-5.1

New compounds follow.
Below each compound: EWS-Fli inh	FN deposition inh	DENV2 CPE	PAX8 inh HTS	miR122 inh	INS-1E GSIS act	CFTR F508del cor
O=C(OCC(O)C(O)C(O)COC(=O)c1ccccc1)c1ccccc1 (configuration not stated)
 : -4	·	10	·	-4	-2	-0.3
COc1ccccc1C(=O)NC(=S)Nc1ccc(N2CCN(C(=O)c3ccco3)CC2)cc1
 : ·	·	?	2	·	-11	5.5
COc1ccc(S(=O)(=O)Cc2ccc(C(=O)NCCc3cc(OC)ccc3OC)o2)cc1
 : 5	0	3	-5	·	-6	0.5
Cc1ccc(NC(=O)CN(C)C(=O)C2CCC2)cc1
 : -9	8	7	-9	-1	7	-1.7
COc1ccc(OCCn2cc(/C(N)=N/O)c3ccccc32)cc1
 : 0	·	-2	·	5	18	-1.3
COc1ccccc1C(=O)N1CCC2CCN(C(=O)OC(C)(C)C)C2C1 (configuration not stated)
 : 7	9	3	10	·	·	0.4
O=C1C2=C(c3ccccc31)[N+](=O)[C@@H]1CCCC[C@@H]1N2[O-]
 : 3	·	·	·	0	3	-0.4
COc1ccc([C@H]2/C=C\CN(S(=O)(=O)c3cccc4cccnc34)[C@@H](C)C(=O)N2Cc2ccc(F)cc2)cc1
 : 5	11	?	26	2	-1	2.3
O=C1CN(S(=O)(=O)c2ccccc2)C[C@@H]2[C@H](c3ccc(Br)cc3)[C@@H](CO)N12
 : 2	·	1	-2	·	11	-0.4
Nc1ncnc2c1nc(Sc1ccc(Cl)cc1)n2[C@@H]1O[C@@H]2COP(=O)(O)O[C@H]2[C@H]1O
 : -12	·	-1	-31	2	64*	2.3
C[C@@H]1CN([C@@H](C)CO)C(=O)c2cc(C3=CCCCC3)cnc2O[C@H]1CN(C)Cc1ccccn1
 : 11	3	4	·	·	8	-3.6
CCCCCCC1CCC(C(=O)Nn2c(C)nc3ccccc3c2=O)CC1 (configuration not stated)
 : ·	-8	·	·	1	69*	·
CC(=O)n1cc(/C=N/NC(=O)c2ccc([N+](=O)[O-])cc2)c2ccccc21
 : -32	3	-1	-16	1	0	3.1
Cc1ccccc1OCC(=O)OCC(=O)N1CCc2ccccc21
 : 2	3	1	-3	-2	-2	-1.7
O=[N+]([O-])c1ccccc1/C=N/NC1=NCCN1
 : 6	-6	7	10	·	-13	-1.6
COc1ccc(S(=O)(=O)N(CCc2ccccc2)CC(N)=O)cc1
 : 1	0	·	-17	·	8	1.1
CC1(Oc2cccc(F)c2)CCN(Cc2ccc3ccccc3c2)C1 (configuration not stated)
 : 4	-6	-7	-21	19	·	-0.5
O=C(c1ccc(Cl)c(S(=O)(=O)N2CCc3ccccc32)c1)N1CCN(c2ccccc2O)CC1
 : 14	12	-4	46	53	-4	-0.6
O=C(O)c1ccc(N2C(=O)CC(N3CCN(c4cccc(Cl)c4)CC3)C2=O)cc1 (configuration not stated)
 : -9	0	4	5	1	-4	-2.5
C[C@H](CO)N1C[C@H](C)[C@@H](CN(C)C(=O)Nc2ccccc2)Oc2ncc(Br)cc2C1=O
 : -9	2	-15	·	-20[16.7 µM]	-5	-2.3
O=C(Cc1c[nH]c2ccccc12)Nc1ccc(Nc2cccnc2)c(-c2ccc(Oc3ccccc3)cc2)c1
 : 22	-9	11	47	·	-8	3.0
CCCCN(CC)CCNC(=O)C1CCN(S(=O)(=O)c2cccc3nsnc23)CC1
 : -3	-6	-6	2	-1	10	0.3
O=C(NC1CCCC1)c1cccc2c1C(=O)c1ccc(Cl)cc1S2(=O)=O
 : 11	-2	-11	-3	-4	-3	-1.2
CC(C)Cn1c(-c2cccs2)nc2ccccc21
 : ·	3	·	-14	-14	·	·
